GPR55 activation: GPR55 agonists via beta-arrestin recruitment, primary screen, imaging, U2OS cells, beta-arrestin-GFP redistribution (AID 1961) | 290,000 tested, 0.048% active | one-dose activation, % at 10 µM; EC50 in µM for titrated hits | U2OS GPR55 beta-arrestin-GFP redistribution imaging; higher % means a stronger effect;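 active = activation above 40% with more than 50 cells counted in the well; inconclusive = wells holding fewer than 50 cells, flagged as toxic or sparse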;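 also: U2OS osteosarcoma cells stably expressing GPR55 and beta-arrestin-GFP; plate controls were DMSO negative control for no effect and LPI positive control for full effect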
KOR beta-arrestin-1: kappa opioid receptor blockers – cell-based, luminescence, uHTS (AID 1778); KOR beta-arrestin recruitment, luminescence, antagonist mode; higher % means a stronger effect; inhibition, % at 10 µM; hits with a dose series show IC50 in µM; 290,000 tested, 0.091% active; in the data active = inhibition above about 50%; also: strong numbers were not always called active
NTR1 ag: agonists of NTR1, primary screen, imaging, U2OS cells, beta-arrestin-GFP, high content (AID 493036); 330,000 tested, 0.17% active; NTR1-U2OS beta-arrestin-GFP spot imaging, agonist mode; activation, % at 20 µM;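 active = activation at or above 40% of the spot to cytoplasm intensity ratio, with at least 20 cells analyzed; inconclusive = wells under 20 cells, flagged as cytotoxic or low count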;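 also: 0% = DMSO without peptide and 100% = 100 nM NTR1 peptide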
Target sequence (P30989 whole entry, looked up): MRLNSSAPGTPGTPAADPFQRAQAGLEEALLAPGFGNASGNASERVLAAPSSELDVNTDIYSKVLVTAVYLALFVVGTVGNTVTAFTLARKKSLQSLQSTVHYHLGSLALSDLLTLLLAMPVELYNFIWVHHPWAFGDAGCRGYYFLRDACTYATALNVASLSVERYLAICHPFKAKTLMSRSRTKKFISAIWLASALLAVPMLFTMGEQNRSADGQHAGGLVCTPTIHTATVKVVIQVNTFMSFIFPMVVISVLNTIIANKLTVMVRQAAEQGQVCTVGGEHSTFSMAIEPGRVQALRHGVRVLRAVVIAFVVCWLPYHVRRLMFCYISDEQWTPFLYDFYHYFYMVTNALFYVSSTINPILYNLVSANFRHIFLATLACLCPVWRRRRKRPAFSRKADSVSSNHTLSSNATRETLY
West Nile virus CPE: inhibition of WNV-induced cytopathic effect – cell-based, CPE readout (AID 1621); 290,000 tested, 0.02% active; West Nile virus-infected cells, CPE inhibition; higher % means a stronger effect; CPE inhibition, % at 10 µM, or IC50 in µM where a hit was titrated; in the data active = a potency from the dose series; inconclusive = CPE inhibition mostly from about 3.7% at the one dose, without a potency; inactive = the rest, 99 in 100 with CPE inhibition below about 2.2%; also: strong numbers were not always called active
Salmonella PhoP GFP: inhibitors of PhoP regulon expression, primary screen, Salmonella Typhimurium, GFP reporter (AID 1863) | S. Typhimurium PhoP-regulated promoter GFP reporter, 4 h; higher % means a stronger effect | one-dose inhibition, % at 50 µM; IC50 in µM for titrated hits | 300,000 tested, 0.16% active;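 active = inhibition over 29.93%, a cutoff 3 SD above the screen mean, later confirmed by dose response; inconclusive = inhibition over 29.93% but no dose response follow-up; inactive = inhibition at most 29.93% or unconfirmed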;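 also: 0% = low Mg2+ inducing control and 100% = high Mg2+ repressing control; strong numbers were not always called active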
GPR55 LPI antagonism: inhibition of LPI-stimulated GPR55 beta-arrestin translocation – imaging, U2OS, beta-arrestin-GFP, LPI agonist, primary screen (AID 2013); U2OS GPR55 beta-arrestin-GFP translocation imaging, LPI antagonism; higher % means a stronger effect; inhibition, % at 10 µM; hits with a dose series show IC50 in µM; 290,000 tested, 0.13% active;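 active = spots per cell inhibited over 60%, with over 100 cells counted and total cytoplasm intensity under 500,000; inconclusive = wells with under 100 cells, flagged as likely toxic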;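 also: U2OS cells stably carrying GPR55 and arrestin-GFP stimulated by 5 µM LPI near EC80; imaged beta-arrestin-GFP aggregate spots per cell after agonist stimulation; plate controls were LPI-stimulated DMSO wells for no effect and DMSO wells without LPI for full effect; some results filed as inactive read as strong as hits; confirmed hits need IC50 under 10 µM and bright autofluorescent wells are also inconclusive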
T cell modulator: T cell immune modulators affecting CD8 T cell-vesicle binding. 2C CD8+ T cell-vesicle binding, flow cytometry; stronger effect = lower value. AID 2052. 330,000 tested, 0.068% active. calls only at 7 µM;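 active = response, share of CD8 T cells binding vesicles, and their 90th percentile fluorescence all below set limits, cut at about 80% in these data, passing the limit was not always enough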
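incubation = binding step 1.5 h, 37 °C, antibody labelling 20 min, ice | test system = 2C mouse CD8+ T cells | read-out basis = percent CD8+ FL2 mean versus row control | controls = Peptide-free naked vesicles (low) and QL9 vesicles with 0.7% DMSO vehicle (high) | detection = flow cytometry of vesicle-bound cells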
GPR35 arrestin U2OS: inhibition of zaprinast-stimulated GPR35 beta-arrestin translocation – imaging, U2OS, beta-arrestin-GFP, zaprinast agonist, primary screen (AID 2058); inhibition, % at 10 µM; hits with a dose series show IC50 in µM; U2OS GPR35 beta-arrestin-GFP translocation imaging, zaprinast antagonism; higher % means a stronger effect; 290,000 tested, 0.052% active;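 active = inhibition of at least 50% with at least 30 cells and total cytoplasm GFP at most 10,000,000; inconclusive = under 30 cells or total GFP of 10,000,000 plus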
KOR beta-arrestin-2: KOR agonists, beta-arrestin recruitment, primary screen, cell-based, luminescence, uHTS (AID 1777) | activation, % at 10 µM, or EC50 in µM where a hit was titrated | 280,000 tested, 0.02% active | KOR beta-arrestin recruitment, luminescence; higher % means a stronger effect; in the data active = activation above about 50%, passing the limit was not always enough; also: a part of the inactive calls stands beside numbers as strong as those of hits
T cell modulator vesicle-bound %: second read-out of T cell modulator, no call of its own (marks repeat the call); double positive events, %; measured here: CD8+ vesicle-bound cell fraction;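 binding gate set so that unloaded-vesicle control wells show 10% double positive cells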
NTR1 ag cell count 20 µM: also measured in NTR1 ag; calls as there; cell count; measured here: cell count, cytotoxicity flag
An asterisk follows results filed as active; i = inactive; ? = inconclusive; . = no result given; [ ] = dose if it differs, or a comment.

SMILES	GPR55 activation	KOR beta-arrestin-1	NTR1 ag	NTR1 ag cell count 20 µM	West Nile virus CPE	Salmonella PhoP GFP	GPR55 LPI antagonism	T cell modulator	T cell modulator vesicle-bound %	GPR35 arrestin U2OS	KOR beta-arrestin-2
CCC(C)(C)NC(=O)C(c1ccccc1Cl)N(C(=O)CCC(=O)Nc1cc(C)on1)C1CC1 (stereo unspecified)	-0.2%	-17%	-0.9	38	-0.5%	11%	-7%	i	52	-8%	3.5%
COC(=O)c1cc(C(=O)N2CCN(c3ccccc3OC)CC2)cc([N+](=O)[O-])c1	0.0%	-18%[20 µM]	2.7	44	-0.7%	6%	4%	i	49	6%	.
CCn1cc(CN2CCC(n3nccc3NC(=O)CCCc3ccccc3)CC2)cn1	-0.1%	-12%	0.3	65	0.2%	1%	17%	i	10	5%	3.9%
CC(=O)c1cccc(NC(=O)C2CCN(C(=O)c3ccccc3Cl)CC2)c1	-0.2%	-13%	-0.1	40	-0.6%	-4%	10%	i	24	-15%	4.6%
O=C(O)c1ccc(Nc2nc(-c3ccccc3)c3ccccc3n2)cc1	-0.5%	-6%	0.4	25	0.9%	-2%	0%	i	25	-1%	-1.7%
COc1ccc(-c2cc3c(=O)n(CC(=O)NCc4ccc(Cl)cc4)ncn3n2)cc1	0.0%	-10%[20 µM]	2.3	59	?	.	9%	i	15	3%	-4.4%
O=C(CSc1nc(Nc2ccccc2)nc(N2CCOCC2)n1)Nc1ccc([N+](=O)[O-])cc1	0.2%	0%	4.8	64	0.3%	7%	-12%	i	13	-10%	-1.2%
CCN(CC)S(=O)(=O)c1ccc(C(=O)N2CCN=C2SCc2cccnc2)cc1	-0.1%	1%	3.8	56	0.3%	34%	1%	i	55	-5%	-1.3%
C/C(=N\N=C1\NC(=O)C(CC(=O)Nc2ccc(Cl)cc2)S1)c1ccco1 (stereo unspecified)	-0.1%	-107%[20 µM]	1.2	98	-0.6%	-13%	-1%	i	67	4%	-4.1%
C=CCOC(=O)C(=O)/C=C/c1c(C)n(C)n(-c2ccccc2)c1=O	0.1%	-12%	-2.9	60	0.3%	-10%	8%	i	15	1%	-0.7%
CCN(C(=O)CSc1nnc(NCc2ccccc2)s1)C1CCS(=O)(=O)C1 (stereo unspecified)	0.4%	11%	0.5	40	-0.3%	1%	1%	i	23	4%	2.9%
CN(C)NC(=S)Nc1cccc(Cl)c1	-0.1%	16%	-0.5	55	0.4%	-9%	13%	i	42	5%	0.8%
CC(=O)c1nn(-c2cccc(Br)c2)cc1C(=O)c1ccco1	-0.4%	-39%	0.7	76	-0.8%	4%	3%	i	43	4%	0.2%
Cc1noc(NC(=O)c2ccc(F)cc2)c1C#N	-0.3%	-15%	-0.7	39	0.3%	-6%	2%	i	27	-10%	5.9%
O=C(NC(=S)Nc1cc([N+](=O)[O-])ccc1Cl)c1ccccc1	-0.2%	2%	6.4	63	0.1%	8%	1%	i	44	-12%	.
Cc1ccc(C(=O)Nc2nc(N)n(-c3ccccc3)n2)cc1	-0.3%	0%	-0.3	52	0.2%	-2%	1%	i	28	4%	1.3%
C=CCc1ccc(OCC(O)CN2CCN(Cc3ccc(Cl)cc3)CC2)c(OC)c1 (stereo unspecified)	-0.2%	-30%	3.5	45	-1.8%	-4%	4%	i	36	-17%	91%
Oc1cccc2c(NC(=S)Nc3ccc(SC(F)F)cc3)cccc12	0.1%	-23%	0.4	54	0.8%	-8%	-1%	i	63	-4%	12%
CCc1ccccc1NC(=O)CN1C(=O)c2ccccc2S1(=O)=O	-0.1%	-17%	-1.5	42	0.1%	-5%	-1%	i	25	6%	3.6%
CCOC(=O)C1CSC(CC(=O)Nc2ccc(OCC)cc2)C(=O)N1 (stereo unspecified)	0.1%	10%	1.6	30	0.0%	9%	-16%	i	32	-13%	-0.4%
CN(C)CCCNc1ncnc2c1cnn2Cc1ccccc1Cl	-0.1%	11%	-0.9	107	-0.1%	.	-1%	.	.	-12%	-3.0%
CC1=CC(C)(C)[N+](C)(C)c2ccc(C)cc21	-0.1%	-7%[20 µM]	0.7	47	0.1%	7%	0%	i	49	14%	-6.3%
CC1CN(C2CCN(C(=O)COc3ccccc3)CC2)CC(C)O1 (stereo unspecified)	0.6%	14%	-1.2	62	0.2%	-3%	-4%	i	22	-14%	-1.5%
CCOc1ncc(S(=O)(=O)N2CCN(CC)CC2)cc1C(=O)O	-0.1%	-26%	-0.2	43	-0.8%	-4%	8%	i	15	-6%	6.0%
O=C(/C=C/c1ccco1)NC1=NCCS1	0.1%	4%	5.7	62	-0.3%	-6%	9%	i	49	-12%	-1.8%
COc1ccc2c(c1)CCCC2NS(=O)(=O)OCC(Cl)(Cl)Cl (stereo unspecified)	0.4%	-32%[20 µM]	12	82	-1.7%	6%	8%	i	15	-1%	0.0%
COc1cccc(C(=O)NCCOc2cc(C)cc(C)c2)c1	-0.2%	-44%	0.9	41	-0.1%	1%	2%	i	50	-18%	0.2%
CCOc1ccccc1CNC(=O)CCc1cn(C)c2ccccc12	0.6%	-25%	0.7	89	-0.8%	-1%	-1%	i	29	-8%	-3.5%
COCCNC(=O)Nc1ccc2nc(C)sc2c1	0.2%	23%	-1.8	83	0.3%	-2%	-14%	i	9	-6%	-5.3%
CCOc1ccccc1NC(=O)CN1C(=O)COc2ccc(Cl)cc21	0.2%	10%	-1.2	44	-0.4%	5%	-9%	i	67	-14%	2.8%
Cc1ccc(OCC(=O)N/N=C\c2ccc(C)o2)c([N+](=O)[O-])c1	0.1%	28%	.	.	-0.2%	-6%	-2%	.	.	-6%	3.0%
CCC(=O)N1CCNC(=O)C1CC(=O)Nc1ccc(C)c(Cl)c1 (stereo unspecified)	-0.2%	1%	0.3	53	0.2%	-1%	4%	i	43	4%	0.6%
O=C(c1cccc(Oc2c(Cl)cccc2[N+](=O)[O-])c1)N1CCCCC1	0.2%	-41%	2.0	39	-1.7%	-2%	14%	i	52	-11%	1.7%
CCOC(=O)C1=C(C)C(c2ccc(OC)cc2)NC(=O)N1 (stereo unspecified)	-0.3%	6%	0.7	41	-0.3%	-8%	7%	i	10	-17%	0.8%
O=C(Nc1c2c(nn1-c1ccc(F)cc1)CS(=O)(=O)C2)C1CCCC1	-0.2%	-58%	3.2	49	-0.1%	-4%	-4%	i	14	3%	-3.1%
O=C(Nc1cccc(Cl)c1)c1cccc(Oc2ccc([N+](=O)[O-])cc2Cl)c1	1.0%	-23%	4.4	75	?	-3%	9%	i	19	-13%	13%
C=CCN1CCN(C(c2ccc(Cl)cc2)c2nnnn2CCc2ccc(OC)c(OC)c2)CC1 (stereo unspecified)	-0.4%	23%	-0.2	45	-0.1%	-6%	20%	i	63	-3%	-4.6%
COC(=O)c1c(NC(=O)c2ccccc2F)sc(C(=O)N2CCOCC2)c1C	0.6%	-3%	2.5	52	0.3%	2%	2%	i	16	-10%	-3.7%
COc1cc(C(=O)NCc2nnc(SCC(=O)Nc3nccs3)o2)cc(OC)c1OC	2.6%	-7%	-0.4	65	0.1%	-10%	-1%	i	29	-2%	-1.4%
COc1ccc(C(=S)N2CCN(C)CC2)cc1Br	0.2%	-10%	0.5	22	0.0%	10%	-4%	i	16	6%	.
O=C(N=Nc1c(O)[nH]c2ccc(Cl)cc12)c1cc(-c2cccs2)nc2ccccc12	0.2%	22%	.	.	-1.0%	2%	6%	i	27	9%	-3.6%
Cc1nc2ccccc2c2c1C(=O)N(c1ccc(C(=O)O)cc1)C2=O	-0.5%	-38%	0.9	55	0.3%	0%	7%	i	51	-2%	5.7%
CCN(CC)C(=O)CSc1nc2cc3c(cc2c(=O)n1Cc1ccc2c(c1)OCO2)OCO3	-0.1%	15%	3.3	97	-1.1%	-9%	-2%	i	37	-3%	-0.4%
COc1ccccc1N1CCN(Cc2cc3c(cc2O)OCO3)CC1	-0.1%	-21%	-2.7	51	-0.2%	7%	11%	i	28	-6%	5.8%
COCc1cc(=O)[nH]c(SCCS(=O)(=O)c2ccc(C)cc2)n1	-0.4%	-2%	-0.6	43	-0.5%	-6%	3%	i	49	1%	-1.6%
CCNC(=O)OCC(CC)NC(=O)OCC(C)C (stereo unspecified)	-0.2%	4%	1.5	48	0.0%	3%	9%	i	15	-10%	-1.6%
COc1cc2cc(CN(CCc3cccc(C)c3)C(=S)NCCCN3CCOCC3)c(=O)[nH]c2cc1OC	0.5%	-11%	1.2	51	-0.1%	1%	8%	i	8	-2%	-6.2%
Cc1cc(C)n(-c2ccc(-n3ccnc3)nn2)n1	0.0%	-52%	-0.4	48	-0.3%	5%	-6%	i	23	-11%	-9.8%
COc1ccc(C(=O)/C=C2/c3ccccc3CC(C)(C)N2C)cc1	0.0%	-56%	5.0	39	.	-1%	7%	i	52	13%	-0.2%
Cc1nc2ccc(C(=O)NCc3ccc4c(c3)OCO4)cc2s1	-0.2%	-12%	-0.6	51	-1.2%	3%	6%	i	15	-1%	-1.3%
CCC(C)NCCCCOc1ccc(C)cc1[N+](=O)[O-] (stereo unspecified)	0.0%	13%	-0.3	79	-0.1%	4%	12%	i	16	0%	7.8%
Cc1ccccc1N(CC(=O)NC1CCCC1)C(=O)CS(=O)CC(=O)Nc1ccc2c(c1)OCO2 (stereo unspecified)	-0.1%	-7%	2.5	87	0.3%	-6%	-13%	i	57	-8%	4.6%
Cc1nc(SCC(=O)c2ccc(F)cc2)n[nH]1	0.3%	-20%	-0.5	79	-0.4%	14%	-9%	i	33	6%	0.7%
CCOC(=O)c1c(CSC(=N)N)n(C)c2cc(Br)c(OC(C)=O)cc12	0.4%	-15%	11	40	-1.3%	-1%	1.2µM*	i	39	20%	-0.8%
CCOC(=O)n1c(=O)oc2cc(S(=O)(=O)N3CCOCC3)ccc21	0.1%	-28%	1.9	46	0.2%	-1%	10%	.	.	13%	-5.2%
COc1cc(/C=C2\CCc3c2nc2ccccc2c3C(=O)O)cc(OC)c1OC	-0.2%	21%	-1.1	62	0.5%	-2%	-9%	i	61	8%	2.1%

Bioassay records (PubChem BioAssay)
